# BAP1 block: human BAP1 deubiquitinase inhibition; activity remaining (% of control), % at 20 µM; actives 0.48% (n = 72,000); Q92560; AID 436; recombinant BAP1, Ub-AMC hydrolysis fluorescence kinetic; stronger effect = lower value;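 active = activity remaining at or below 50% of control, provided the compound also passes the data quality filters; inactive = the rest, including low values that fail the filters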;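 also: 100% = DMSO wells rate and 0% = substrate alone blank rate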
# Target sequence (Q92560 whole entry, looked up): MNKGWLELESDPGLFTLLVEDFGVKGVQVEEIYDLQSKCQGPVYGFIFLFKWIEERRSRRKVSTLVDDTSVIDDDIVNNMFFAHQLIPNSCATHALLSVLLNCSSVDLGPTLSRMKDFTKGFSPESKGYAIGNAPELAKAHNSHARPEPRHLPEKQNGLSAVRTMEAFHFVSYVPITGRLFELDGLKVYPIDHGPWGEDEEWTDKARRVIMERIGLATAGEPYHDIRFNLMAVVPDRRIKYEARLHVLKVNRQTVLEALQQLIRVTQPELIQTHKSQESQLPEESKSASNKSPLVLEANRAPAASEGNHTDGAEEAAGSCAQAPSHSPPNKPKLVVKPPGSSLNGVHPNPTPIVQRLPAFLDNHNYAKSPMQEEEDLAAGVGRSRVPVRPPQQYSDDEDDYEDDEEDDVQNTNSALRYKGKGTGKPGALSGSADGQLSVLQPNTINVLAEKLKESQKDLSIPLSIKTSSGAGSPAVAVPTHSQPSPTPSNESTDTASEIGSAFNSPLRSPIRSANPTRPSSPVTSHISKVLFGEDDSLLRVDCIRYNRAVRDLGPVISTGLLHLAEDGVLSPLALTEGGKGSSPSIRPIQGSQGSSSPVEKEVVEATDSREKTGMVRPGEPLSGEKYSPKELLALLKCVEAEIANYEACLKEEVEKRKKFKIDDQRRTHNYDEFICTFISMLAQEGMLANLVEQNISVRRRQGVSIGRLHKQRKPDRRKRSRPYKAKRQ
# HePTP inh: inhibitors of human HePTP phosphatase. actives 0.64% (n = 110,000). AID 521. inhibition, % at 20 µM. P35236. recombinant HePTP phosphatase activity, OD absorbance; in the data active = inhibition above about 50%;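 also: plate controls were vehicle for no effect and reference inhibitor for full effect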
# Target sequence (P35236 whole entry, looked up): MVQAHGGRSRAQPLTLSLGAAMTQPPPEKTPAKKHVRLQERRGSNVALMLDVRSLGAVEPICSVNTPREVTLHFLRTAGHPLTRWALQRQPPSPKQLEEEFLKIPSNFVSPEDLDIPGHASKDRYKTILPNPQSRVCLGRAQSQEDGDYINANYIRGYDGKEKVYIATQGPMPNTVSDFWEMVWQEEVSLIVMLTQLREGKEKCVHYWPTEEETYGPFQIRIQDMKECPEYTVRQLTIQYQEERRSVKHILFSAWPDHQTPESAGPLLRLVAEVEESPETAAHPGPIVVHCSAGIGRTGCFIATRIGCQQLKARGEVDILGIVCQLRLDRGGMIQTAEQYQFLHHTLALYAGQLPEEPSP
# Active calls of the source: *; i = inactive; · = no result given; & = joins results of further samples.
SMILES,BAP1 block,HePTP inh
O=C(CCc1nc(-c2cccs2)no1)Nc1cnc2ccccc2c1,·,6
Cn1c(=O)[nH]c(=O)c2c1nc(NCCc1ccccc1)n2CC(O)COc1ccccc1 (stereo not drawn),83,7
Oc1ccc(C(c2nnnn2C2CCCC2)N2CCc3ccccc3C2)cc1 (stereo not drawn),100,7
COc1ccc2c(c1)[nH]c1c(=O)n(CC3CCCO3)cnc12 (stereo not drawn),68,·
O=C(O)c1ccc2c(c1)C(=O)N(c1ccc(Sc3ccc([N+](=O)[O-])cc3)cc1)C2=O,168,·
COc1ccc(CC(=O)NC2CC(C)(C)NC(C)(C)C2)cc1OC,·,-12
CCOC(=O)c1c(C2CC2)csc1NC(=O)CSCc1c(C)noc1C,107,12
Cc1cccc(N2CCN(C3=NC(=O)/C(=C/c4ccc(-c5cccc([N+](=O)[O-])c5)o4)S3)CC2)c1,·,8
CCOc1ccc(C(=O)Nc2ccc(Br)cn2)cc1Cl,·,4
CCOC(=O)C1CCN(C(=O)c2cn(-c3ccccc3)nc2-c2cccnc2)CC1,·,3
Cc1cc(Cl)ccc1OCCCC(=O)NO,98,13&1
CCC1CCCCN1C(=O)c1cnn2c(C(F)(F)F)cc(-c3ccc(C)cc3)nc12 (stereo not drawn),·,7
CC(=O)N1CCC(Nc2ccc(C)cc2)CC1,100,-3
COc1ccc2c(c1)CCc1c(C(=O)N3CCCCCC3)noc1-2,95,-3
CCN(C=Nc1sc2c(c1C#N)CC(C)(C)NC2(C)C)CC,51,·
Cc1cc(NC(=O)c2cc3n(n2)C(C(F)(F)F)CC(c2ccco2)N3)no1 (stereo not drawn),97,7
CCOc1ccc(NC(=O)c2nn(C)cc2Br)cc1,117,7
CCC1(C)Cc2c(c(=O)n(-c3ccccc3)c3ncnc(N)c23)CO1 (stereo not drawn),92,5
Cc1ccc(C2/C(=C(/O)c3ccccc3)C(=O)C(=O)N2CC2CCCO2)cc1 (stereo not drawn),·,11
Nc1nc(-c2ccco2)cs1,113,-7
O=C(NC(=S)Nc1ccc(Cl)cc1)c1ccccc1,·,9
COC(=O)NC1(C(F)(F)F)C(=O)NC(C)=C1C(=O)OC (stereo not drawn),72,15
CN(C)c1ccc(C2/C(=C(\O)c3ccccc3)C(=O)C(=O)N2CCCCCC(=O)O)cc1 (stereo not drawn),·,1
CC1CC(NC(=O)CCn2c(=O)oc3ccccc32)CC(C)(C)C1 (stereo not drawn),92,-6
COc1ccc(-c2nn(C)c(=O)c3ccccc23)cc1CNC(=O)c1ccco1,105,·
Cc1ccc(C(=O)Nc2ccc(N(C)C)cc2)o1,·,-8
COC(=O)c1ccc(/C=C2\C(=O)NC(=O)N(c3cccc(Br)c3)C2=O)cc1,·,-2
COc1ccccc1C1/C(=C(\O)c2ccccc2)C(=O)C(=O)N1CCN(C)C (stereo not drawn),·,-13
O=C(O)CC1OC(=O)c2cc3c(cc21)C(=O)OC3CC(=O)O (stereo not drawn),67,·
CN(C)c1nc(Oc2ccc(=O)[nH]n2)nc(N2CCCCC2)n1,75,-5
Cc1ccc(C2SCC(=O)N2Cc2cn3ccsc3n2)o1 (stereo not drawn),92,-2
Cc1ccc(S(=O)(=O)NCCN2CCOCC2)cc1C,91,-3
COC(=O)C1=C(C)C(c2cccs2)NC(=O)N1C (stereo not drawn),104,10
Cc1ccc(S(=O)(=O)Nc2cc(S(=O)(=O)c3ccccc3)c(O)c3ccccc23)cc1,·,5
Cc1occc1C(=O)N1CCN(C(c2ccccc2)c2ccccc2)CC1,102,7
CCn1c2ccc(C(C)=O)cc2c2cc(C(C)=O)ccc21,·,-20
COc1ccc(OC)c(N2Cc3cc(C)c(C)cc3C2)c1,·,9
Cc1c(C(=O)N2CCN(c3ccc(C(F)(F)F)cn3)CC2)oc2ccccc12,60,-8
CC(=O)Nc1ccccc1NS(=O)(=O)c1cccc([N+](=O)[O-])c1,·,-8
CCOc1ccc(CN2CCN(C(=O)c3ccc([N+](=O)[O-])cc3)CC2)cc1,·,-9
O=C(NCc1ccccc1)c1ccc2c(c1)OCCO2,94,3&0
COCCCNC(=O)c1ccc(NS(C)(=O)=O)cc1,92,11
O=C(Nc1cccc(Oc2ccc3c(c2)C(=O)N(c2ccccc2)C3=O)c1)c1ccc([N+](=O)[O-])cc1,·,1
Cc1cc(C)nc(NN2C(=O)/C(=C/c3cccc(Br)c3)SC2=S)n1,·,7
CC(C)CCNC(=O)c1ccc(Cl)c(Cl)c1,·,4
Cc1cnc(C(=O)Nc2ccccc2C(=O)N2CCOCC2)cn1,105,1
O=C(NCC1CCCO1)c1ccc(NC(=O)C2CC=CCC2C(=O)O)cc1 (stereo not drawn),77,3
Cc1ccc(OCC(=O)NCc2ccc(F)cc2)c(C)c1,·,-10
O=C(Cc1ccc(Br)cc1)Nc1ccc(Cl)c(Cl)c1,·,-2
Cn1/c(=N/N=C/C=C/c2ccco2)sc2ccccc21,·,19
COc1ccc(OCC(=O)Nc2cccc(-c3nc4ccccc4s3)c2)cc1,·,-2
Cc1ccc(SCc2cn3c(C)csc3n2)cc1,103,2
CCOC(=O)c1c(NC(=S)Nc2ccccc2)sc2c1CC(C)(CC)OC2 (stereo not drawn),·,-11
O=[N+]([O-])c1ccc(NCCNCCO)cc1,·,10
O=C(Nc1cc(C(F)(F)F)ccc1N1CCOCC1)c1ccc(Cl)c([N+](=O)[O-])c1,·,0
O=C1C2=C(NC(=S)NC2c2ccc([N+](=O)[O-])cc2)c2ccccc21 (stereo not drawn),·,11
NC(=O)c1ccc(-c2ncc(-c3ccccc3)o2)cc1,i,·
O=C(NCCCc1ccccc1)c1ccccc1,·,4
COc1ccc(NC(=O)C2CCN(S(=O)(=O)c3cccc4cccnc34)CC2)cc1OC,84,42
COc1cc(-c2ccc(NC(=O)c3ccc(Cl)cc3Cl)c(OC)c2)ccc1NC(=O)c1ccc(Cl)cc1Cl,·,-1

# Later entries.
SMILES,BAP1 block,HePTP inh
CN1C(=O)/C(=C\c2ccc(OCc3cccc4ccccc34)cc2)SC1=S,·,11
CCCOc1cc(CN2CCCCC2)cc(C(C)=O)c1,106,10
CC(=O)Nc1nc(C=C(Cl)Cl)cs1,93,9
CCC(=O)Nc1sc2c(c1C(=O)Nc1cccc3ccccc13)CCC2,·,-11
COc1ccc(-c2csc(N(CC3CCCO3)C(=O)c3ccco3)n2)cc1 (stereo not drawn),115,5
Cc1cc(Cl)ccc1OCC(=O)Nc1ccc(I)cc1Cl,·,-2
Cc1cccc(NC(=O)C2(c3ccccc3)CC2(Cl)Cl)c1C (stereo not drawn),·,-8
CCOC(=O)C1=C(C)OC(N)=C(C(=O)OCC)C1c1cccnc1 (stereo not drawn),112,6
Cc1cccc2nc(CSCc3ccco3)cn12,137,5
CC(=O)c1c(C)[nH]c(C(=O)NC2CCCCC2)c1C,76,6
O=C(O)CC1(c2ccccc2)C(=O)c2ccccc2C1=O,64,-1
CCN(CC)CCCNC(=O)C1CCC(=O)N(c2ccc(OC)cc2)C1c1ccc(F)cc1 (stereo not drawn),·,8
O=[N+]([O-])c1ccccc1S(=O)(=O)Nc1ccc2c(c1)OCCO2,·,3
Cc1ccccc1-c1nc(CS(=O)CC(=O)NCCN2CCN(Cc3ccccc3)CC2)c(C)o1 (stereo not drawn),119,2
Cc1ccccc1NC(=O)NCCN1C(=O)C2C3C=CC(C3)C2C1=O (stereo not drawn),93,9
Cc1cc(NC(=O)Cn2c(=O)c3c(ncn3CC(C)C)n(Cc3ccccc3)c2=O)no1,101,9
Cc1cc(N2CCC(C(=O)N3CCN(c4cccc(C)c4C)CC3)CC2)n2ncnc2n1,90,4
C=CCn1c(N)c(-c2nc3ccccc3[nH]2)sc1=S,·,-6
O=[N+]([O-])c1cc(-n2ncnc2-c2ccc(Br)cc2)ccc1Cl,·,4
Cc1ccc(OCC(=O)NCc2ccccn2)c(Br)c1,101,-8&10
Cc1ccn2cc(CNS(=O)(=O)c3ccc4c(c3)OCCO4)nc2c1,102,5
COc1cc(S(=O)(=O)N2CCN(c3ccccc3F)CC2)c(OC)cc1Cl,126,·
O=C1/C(=C/c2ccccc2OCc2ccc([N+](=O)[O-])cc2)SC(=S)N1Cc1ccccc1,·,-10
C=CCn1c(SCc2nc(N)nc(N3CCCCC3)n2)nnc1-c1ccco1,96,5
O=C(Cc1ccccc1)Nc1ccc(OC(F)(F)F)cc1,·,0
CCC(=O)Oc1ccc(C/C(=N\O)c2ccc(O)cc2O)o1,110,-3
CC(Sc1nnnn1C)C(=O)Nc1ccc(N2CCOCC2)cc1 (stereo not drawn),124,4
O=C1c2ccccc2C(Nc2ccc3c(c2)OCCO3)N1Cc1ccco1 (stereo not drawn),111,-2
CCN(CC)C(=O)CN(c1cc(Cl)cc(Cl)c1)S(C)(=O)=O,·,5
CCC1=NN2C(=N)/C(=C/c3ccc(-c4ccc([N+](=O)[O-])cc4OC)o3)C(=O)N=C2S1,·,-12
Cc1c(N=Cc2cc(Br)ccc2O)c(=O)n(-c2ccccc2)n1C,106,·
OCCNCC1(O)C2CC3CC(C2)CC1C3 (stereo not drawn),96,-3
Cc1ccc2cc(CN(Cc3nnnn3Cc3ccco3)CC3CCCO3)c(=O)[nH]c2c1C (stereo not drawn),82,4
Cc1ccc(S(=O)(=O)N(Cc2ccccc2)c2ccccc2C(=O)NC2CCCC2)cc1,·,-21
Cc1ccc(Cl)cc1NC(=O)c1ocnc1C,92,3
Cc1cc(C)c(C(=O)/C=C/c2ccc(-c3ccccc3)o2)cc1C,·,4
COc1ccc(NC(=O)C2=C(C)NC(=O)NC2c2cc(OC)c(OC)c(OC)c2)cc1 (stereo not drawn),·,4
Cc1nnc2sc(-c3ccc(NC(=O)c4ccc(-c5ccc(Br)cc5)o4)cc3)nn12,·,16
CCOc1ccc(NC(=O)C2CCN(C(=O)NCc3ccccc3)CC2)cc1,105,1
CCOc1ccc(C2C(C(=O)OC)=C(C)NC(C)=C2C(=O)OC)cc1OC,·,-3
CCN(CC)S(=O)(=O)c1cccc(C(=O)Nc2ccccc2C(=O)N2CCOCC2)c1,119,5
CCSc1nc(C)nc2c1oc1ccccc12,100,-2
COc1ccc(CC(=O)NCc2ccccc2Cl)cc1S(=O)(=O)N1CCOCC1,99,10
NC1=NCc2ccccc21,107,5
Cc1ccccc1Cn1c2ccccc2c2cn[nH]c(=O)c21,73,6
CC(=O)Nc1cc(-c2ccccc2)nn1Cc1ccccc1,·,-1
COC(=O)c1ccc(C2CC(=O)NC3=C2C(=O)CCC3)cc1 (stereo not drawn),100,6
Cc1ccc2c(Cl)c(-c3nnc(-c4ccc(Cl)cc4)o3)sc2c1,·,4
Cc1ccc(N=C(NOCc2cccc(Br)c2)c2nonc2N)cc1,·,-4
Cc1ccc(S(=O)(=O)Nc2ccc3ccccc3c2)cc1,·,-3
CN1CCN(S(=O)(=O)c2ccc(NC(=O)c3ccc(F)cc3)cc2)CC1,91,-3
O=S1(=O)CCC(Nc2ccccc2)C1 (stereo not drawn),·,6
O=C(NCc1ccccc1)c1nn2c(C(F)(F)F)cc(-c3ccccc3)nc2c1Br,70,·
CC(C)COC(=O)c1ccc(NC(=O)COc2ccccc2Cl)cc1,·,2
Cn1c(=O)[nH]c(=O)c2[nH]c(CN3CCN(C(=O)c4ccco4)CC3)nc21,102,3
COc1c2occc2c(OC)c2c(=O)cc(C(F)(F)C(F)(F)F)oc12,90,9
CCOc1cc2c(C)cc(=O)oc2cc1Cl,58,0
Nc1ncnc2nc(SCc3ccccc3)[nH]c12,148,7
Oc1cccc(C=NC2CCCCC2)c1,·,64*
COc1ccc2oc(=O)c(C(=O)Nc3ccc(S(N)(=O)=O)cc3)cc2c1,·,-8

# The list goes on; the last 2 above are carried over.
SMILES,BAP1 block,HePTP inh
Oc1cccc(C=NC2CCCCC2)c1,·,64*
COc1ccc2oc(=O)c(C(=O)Nc3ccc(S(N)(=O)=O)cc3)cc2c1,·,-8
Cc1cccnc1NC(=O)C1CCN(S(=O)(=O)c2ccc3c(c2)CCC(=O)N3)CC1,95,-7
COc1cccc(NC(=O)CN2CCN(c3ccc(F)cc3)CC2)c1,98,6
O=C(O)CCC(=O)N1N=C(c2c(-c3ccccc3)c3cc(Cl)ccc3[nH]c2=O)CC1c1ccccc1 (stereo not drawn),·,-5
CCOC(=O)c1cc(C(C)(C)C)oc1CN,101,4
CC(=O)NS(=O)(=O)c1ccc(NC(=O)c2ccc(F)cc2)cc1,·,-20
Cc1ccc(C(=O)Oc2cccc(C(=S)N3CCOCC3)c2)cc1,135,·

# Laid out differently: 16 of the compounds above
molecule	BAP1 block	HePTP inh
Cc1ccc2c(Cl)c(-c3nnc(-c4ccc(Cl)cc4)o3)sc2c1	·	4
Cc1ccc(N=C(NOCc2cccc(Br)c2)c2nonc2N)cc1	·	-4
Cc1ccc(S(=O)(=O)Nc2ccc3ccccc3c2)cc1	·	-3
CN1CCN(S(=O)(=O)c2ccc(NC(=O)c3ccc(F)cc3)cc2)CC1	91	-3
O=S1(=O)CCC(Nc2ccccc2)C1 (stereo not drawn)	·	6
O=C(NCc1ccccc1)c1nn2c(C(F)(F)F)cc(-c3ccccc3)nc2c1Br	70	·
CC(C)COC(=O)c1ccc(NC(=O)COc2ccccc2Cl)cc1	·	2
Cn1c(=O)[nH]c(=O)c2[nH]c(CN3CCN(C(=O)c4ccco4)CC3)nc21	102	3
COc1c2occc2c(OC)c2c(=O)cc(C(F)(F)C(F)(F)F)oc12	90	9
CCOc1cc2c(C)cc(=O)oc2cc1Cl	58	0
Nc1ncnc2nc(SCc3ccccc3)[nH]c12	148	7
Oc1cccc(C=NC2CCCCC2)c1	·	64*
COc1ccc2oc(=O)c(C(=O)Nc3ccc(S(N)(=O)=O)cc3)cc2c1	·	-8
Cc1cccnc1NC(=O)C1CCN(S(=O)(=O)c2ccc3c(c2)CCC(=O)N3)CC1	95	-7
COc1cccc(NC(=O)CN2CCN(c3ccc(F)cc3)CC2)c1	98	6
O=C(O)CCC(=O)N1N=C(c2c(-c3ccccc3)c3cc(Cl)ccc3[nH]c2=O)CC1c1ccccc1 (stereo not drawn)	·	-5
